Bioassay records deposited in PubChem by several laboratories.
Measles CPE = compounds protecting cells from measles virus cytopathic effect, primary screen, measles RdRp inhibitor project, single point, MLSMR library, absorbance; Measles virus-infected cells, CPE protection; protection (pct of control), % at 4 µM; hit rate 1.5% among 140,000; AID 841, 2007; in the data active means protection mostly above about 24%, no sharp cut-off; inactive means mostly below about 26%; further: some compounds called inactive have numbers as strong as hits
PTEN del growth = growth suppression of PTEN-null HCT116, primary screen, cell-based, CellTiter-Glo; HCT116 PTEN-null viability, 60 h; stronger effect = lower value; viability, % at 10 µM; hit rate 1.2% among 140,000;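 active means viability at or below a set limit, 4 SD under the median of all tested compounds, cut at about 3.7% in these data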;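 further: PTEN knockout HCT116 line with beta catenin targeted HCT116 as companion control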
Yeast growth inh = growth inhibitors of yeast BB579 in restrictive medium, primary screen, yeast lifespan-shortening project, S. cerevisiae | OD615, 48 h | inhibition, % at 10 µM | hit rate 0.51% among 140,000 | AID 804, 2007;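 active means inhibition above a set limit, 3 SD over the mean compound inhibition, cut at about 44% in these data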; further: inactives centre near -24
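System: Saccharomyces cerevisiae DeaD strain BB579, replicative lifespan model yeast | Buffer or medium: Restrictive glucose-based CSMM-D medium | Times: 4 h preincubation and 48 h exposure at 30 °C | Detection: OD615 turbidity measurement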
GALR2 blocker = GALR2 antagonists in receptor-expressing cells, primary screen | Galanin receptor type 2 (Homo sapiens), O43603 | hit rate 0.39% among 140,000 | inhibition, % at 4 µM | antagonist mode | AID 828, 2007; in the data active means inhibition above about 27%;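 further: cells stimulated with galanin 1-16 at roughly its EC80; 0% = agonist challenge control and 100% = basal control without agonist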
Target sequence (O43603 whole entry, looked up): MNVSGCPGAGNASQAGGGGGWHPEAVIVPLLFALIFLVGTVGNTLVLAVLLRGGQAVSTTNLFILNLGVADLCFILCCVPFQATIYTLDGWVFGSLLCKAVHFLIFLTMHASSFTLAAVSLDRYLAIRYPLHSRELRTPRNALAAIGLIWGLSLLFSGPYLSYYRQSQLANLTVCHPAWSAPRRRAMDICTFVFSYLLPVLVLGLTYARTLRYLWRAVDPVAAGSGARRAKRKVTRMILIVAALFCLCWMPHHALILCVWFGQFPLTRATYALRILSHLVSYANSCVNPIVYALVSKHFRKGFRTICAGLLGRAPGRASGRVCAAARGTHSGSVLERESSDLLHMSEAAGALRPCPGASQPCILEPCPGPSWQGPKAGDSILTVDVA
NPY-Y2 antag = NPY-Y2 receptor antagonists, primary screen, cell-based | hit rate 0.99% among 140,000 | NPY-Y2 expressing cells, antagonist mode | inhibition, % at 2.7 µM | AID 793, 2007 | Neuropeptide Y receptor type 2 (Homo sapiens), P49146; in the data active means inhibition above about 17%;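 further: 0% = vehicle with agonist challenge and 100% = reference antagonist with challenge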
Target sequence (P49146 whole entry, looked up): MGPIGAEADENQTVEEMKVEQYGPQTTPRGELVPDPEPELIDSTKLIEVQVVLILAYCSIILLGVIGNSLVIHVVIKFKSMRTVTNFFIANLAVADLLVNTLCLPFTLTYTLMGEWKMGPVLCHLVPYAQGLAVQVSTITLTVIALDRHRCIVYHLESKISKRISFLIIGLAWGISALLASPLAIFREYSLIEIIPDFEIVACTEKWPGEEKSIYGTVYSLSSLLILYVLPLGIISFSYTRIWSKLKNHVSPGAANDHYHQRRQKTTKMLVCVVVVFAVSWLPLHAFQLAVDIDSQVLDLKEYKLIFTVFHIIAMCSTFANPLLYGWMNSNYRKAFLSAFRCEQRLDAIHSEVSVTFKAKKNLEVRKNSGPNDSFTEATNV
Yeast life ext = compounds extending yeast replicative lifespan, primary screen, S. cerevisiae, OD615. hit rate 0.68% among 130,000. inhibition of the nicotinamide effect, % at 10 µM. S. cerevisiae growth with nicotinamide; deaD strain in restrictive glucose medium;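 active means inhibition above a set limit, placed 3 SD over the median of all compounds, cut at about 26% in these data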;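 further: 0% = nicotinamide-treated wells and 100% = cells grown without nicotinamide; some compounds called inactive have numbers as strong as hits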
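System: Modified budding yeast, DeaD strain | Buffer or medium: Restrictive glucose medium | Also added: 1.5 mM nicotinamide | Doses: 10 µM single point, 0.25% DMSO | Schedule: 48 h compound exposure at 30 °C, humidified | Detection: Absorbance at 615 nm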
MRP-1 activ = H69AR viability gain despite doxorubicin, primary screen, MRP-1 activator project, H69AR cells, CellTiter-Glo. hit rate 0.61% among 140,000. viability rescue. viability increase, % at 10 µM;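 active means viability gain under doxorubicin at or above a set limit, the compound median plus 3 SD, cut at about 4.7% in these data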;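 further: MRP-1 overexpressing cells given doxorubicin 25 µM after compound pretreatment; 18-22 h compound pretreatment then 72 h with doxorubicin before readout; 0% = doxorubicin-only wells and 100% = vehicle-treated cells without doxorubicin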
E-sel TNF inh = E-selectin induction blockers in HUVEC – imaging, immunofluorescence, high content, primary screen; HUVEC TNFa-induced E-selectin immunofluorescence; inhibition, % at 2 µM; hit rate 0.71% among 120,000; AID 1246, 2008;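 active means inhibition above the batch mean plus 3 SD, and confirmed as a hit on visual image review, cut at about 43% in these data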;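 further: 0% = TNF-stimulated DMSO wells and 100% = unstimulated control wells; not every result past the cut was called active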
bCat KO growth = primary screen for growth suppressors in beta-catenin knockout HCT116 cells (colon tumor, human); viability, % at 10 µM; hit rate 1.5% among 140,000; HCT116 beta-catenin knockout viability, CellTiter-Glo, 60 h; stronger effect = lower value; AID 818, 2007;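 active means viability at or under a set limit, the compound median less 4 SD, cut at about 6% in these data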;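 further: 0% = Hyamine 1622 control at 20 µM and 100% = untreated cell control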
Phagocyt inh = inhibitors of macrophage phagocytosis, primary screen, imaging, J774A.1 cells, IgG beads; hit rate 0.07% among 110,000; inhibition, % at 5 µM; J774A.1 macrophage IgG-bead phagocytosis;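 active means inhibition above the mean of the plate negative controls plus 5 SD, cut at about 13% in these data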;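 further: phagocytic index as fraction of beads internalized from green versus red external bead signal; plate controls were DMSO negative control for no effect and cytochalasin-D positive control for full effect; some results beyond the cut were filed as inactive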
An asterisk follows results filed as active; nt = not tested or not shown. Rows were taken by chance. Share with any hit: about 6.1%.

Labels used below – A = Measles CPE; B = PTEN del growth; C = Yeast growth inh; D = GALR2 blocker; E = NPY-Y2 antag; F = Yeast life ext; G = MRP-1 activ; H = E-sel TNF inh; I = bCat KO growth; J = Phagocyt inh
Molecule: NC1=NC(=O)/C(=C/c2ccccc2OS(=O)(=O)c2ccccc2)S1
  A = 12; B = 93; C = -3; D = 5; E = 2; F = 5; G = -3.0; H = -20; I = 96; J = -6

Molecule: O=C(COC(=O)c1ccccc1Nc1ccc(SC(F)F)cc1)NC1CC1
  A = 4; B = 77; C = -2; D = 13; E = -1; F = -1; G = 0.2; H = nt; I = 83; J = -6

Molecule: CCn1nc(C)c(NC(=O)CCSc2nc(-c3ccco3)cc(C(F)(F)F)n2)c1C
  A = 14; B = 103; C = -50; D = 6; E = -2; F = -4; G = 0.0; H = 12; I = 99; J = -8

Molecule: CC(=O)Nc1ccc2c(c1)nc(CCNC(=O)c1ccccc1)n2C
  A = 21; B = 97; C = -25; D = -4; E = 3; F = nt; G = 0.2; H = -1; I = 98; J = nt

Molecule: COc1ccc(C(=O)CSc2nnc(-c3cc(C)cc(C)c3)o2)cc1
  A = 9; B = 92; C = -28; D = -4; E = 6; F = 1; G = -1.6; H = -37; I = 84; J = 0

Molecule: N#C/C(=C\C1=C(N2CCOCC2)C(=C\c2ccc(Cl)cc2)/CC1)C(=O)Nc1ccccc1F
  A = 4; B = 44; C = -1; D = -3; E = -1; F = 1; G = -5.4; H = -2; I = 24; J = 12

Molecule: COc1ccc(CC(=O)Nc2ccc3nc(C)sc3c2)cc1OC
  A = 9; B = 93; C = 12; D = -3; E = 1; F = -6; G = -0.3; H = 4; I = 101; J = -2

Molecule: CCOC(=O)c1c(CN2CCCCC2)oc2ccc(O)cc12
  A = 7; B = 85; C = -21; D = 3; E = 1; F = -2; G = -1.6; H = 3; I = 94; J = -1

Molecule: CCCC(=O)Nc1c(-c2ccc(OC)cc2)c(=O)c2ccccc2n1C
  A = 15; B = 94; C = -27; D = -13; E = 0; F = -12; G = -1.6; H = 15; I = 98; J = -2

Molecule: Cc1cccc2cc(C#N)c(SCC(=O)NCC3CCCO3)nc12 (centres undefined)
  A = 7; B = 99; C = -35; D = 12; E = -2; F = nt; G = -1.9; H = -8; I = 87; J = nt

Molecule: CCCCn1c(/N=C/c2cc(OC)ccc2O)nc2ccccc21
  A = 10; B = 74; C = -12; D = 20; E = 2; F = 19; G = -4.9; H = 2; I = 69; J = -1

Molecule: COc1cccc(-n2c(SCC(=O)Nc3ccc4c(c3)CCC4)nc3ccccc3c2=O)c1
  A = 13; B = 68; C = -36; D = -6; E = 5; F = 2; G = -2.6; H = 17; I = 87; J = 0

Molecule: O=C1OCc2cc(NC(=O)C3COc4ccccc4O3)ccc21 (centres undefined)
  A = 10; B = 102; C = -17; D = 8; E = 2; F = 5; G = -0.3; H = -1; I = 103; J = nt

Molecule: CC(=O)NCc1cccc(CNC(C)=O)n1
  A = 10; B = 110; C = -30; D = 5; E = 1; F = -9; G = -0.5; H = 9; I = 98; J = -1

Molecule: CCc1cccc(Oc2nn[nH]n2)c1
  A = 20; B = 89; C = -11; D = 3; E = 5; F = -9; G = -1.4; H = 3; I = 95; J = nt

Molecule: Cc1ccc(Sc2c(C(=O)Nc3ccc(F)cc3F)c(C(F)(F)F)nn2C)cc1
  A = 17; B = 95; C = -37; D = -5; E = 9; F = 5; G = 3.4; H = nt; I = 90; J = nt

Molecule: Cc1ccc(S(=O)(=O)N(C)CC(=O)OCC(=O)c2c(N)n(C)c(=O)n(C)c2=O)cc1
  A = 6; B = 97; C = 8; D = 4; E = -1; F = -4; G = -1.6; H = 2; I = 90; J = 1

Molecule: C=CC12C=CC=CN1C(C(=O)OC)=C(C(=O)OC)C(C(=O)OC)=C2C(=O)OC (centres undefined)
  A = 10; B = 100; C = -6; D = 11; E = 0; F = -1; G = 0.1; H = nt; I = 98; J = -2

Molecule: CCn1c(C2CC(=O)N(Cc3ccccc3)C2)nc2ccccc21 (centres undefined)
  A = 4; B = 103; C = -22; D = -4; E = 1; F = -4; G = -2.5; H = 14; I = 100; J = -2

Molecule: COc1cccc(N(C(=O)c2ccco2)c2nc(-c3sc(NC(=O)c4ccco4)nc3C)cs2)c1
  A = 1; B = 6; C = -2; D = 6; E = 1; F = -10; G = -2.7; H = -13; I = 3.8*; J = nt

Molecule: COC(=O)c1cc(NC(=O)Nc2ccccc2OC)cc(C(=O)OC)c1
  A = 4; B = 94; C = -22; D = 11; E = -3; F = -15; G = 0.7; H = 5; I = 86; J = 1

Molecule: CCC(Sc1ncnc2sc(C)c(C)c12)C(=O)OC (centres undefined)
  A = 13; B = 104; C = -33; D = -8; E = 6; F = -11; G = -1.1; H = -12; I = 100; J = -1

Molecule: CCC(c1nnnn1C(C)(C)C)N(Cc1ccco1)Cc1cc2cccc(C)c2[nH]c1=O (centres undefined)
  A = 3; B = 79; C = -37; D = -5; E = 10; F = -1; G = -1.9; H = -4; I = 74; J = -1

Molecule: O=C1CN(C(=O)c2cc([N+](=O)[O-])ccc2Cl)C(c2ccccc2)c2cc(F)ccc2N1 (centres undefined)
  A = 7; B = 86; C = 5; D = 1; E = -1; F = -3; G = -2.7; H = nt; I = 87; J = 5

Molecule: Clc1ccc2[nH]cc(-c3nnnn3-c3ccccc3)c2c1
  A = 4; B = 61; C = -37; D = 10; E = -1; F = -22; G = -3.7; H = -26; I = 70; J = nt

For convenience, part of the list above.
Labels used below – A = Measles CPE; B = PTEN del growth; C = Yeast growth inh; D = GALR2 blocker; E = NPY-Y2 antag; F = Yeast life ext; G = MRP-1 activ; H = E-sel TNF inh; I = bCat KO growth; J = Phagocyt inh
Molecule: NC1=NC(=O)/C(=C/c2ccccc2OS(=O)(=O)c2ccccc2)S1
  A = 12; B = 93; C = -3; D = 5; E = 2; F = 5; G = -3.0; H = -20; I = 96; J = -6

Molecule: O=C(COC(=O)c1ccccc1Nc1ccc(SC(F)F)cc1)NC1CC1
  A = 4; B = 77; C = -2; D = 13; E = -1; F = -1; G = 0.2; H = nt; I = 83; J = -6

Molecule: CCn1nc(C)c(NC(=O)CCSc2nc(-c3ccco3)cc(C(F)(F)F)n2)c1C
  A = 14; B = 103; C = -50; D = 6; E = -2; F = -4; G = 0.0; H = 12; I = 99; J = -8

Molecule: CC(=O)Nc1ccc2c(c1)nc(CCNC(=O)c1ccccc1)n2C
  A = 21; B = 97; C = -25; D = -4; E = 3; F = nt; G = 0.2; H = -1; I = 98; J = nt

Molecule: COc1ccc(C(=O)CSc2nnc(-c3cc(C)cc(C)c3)o2)cc1
  A = 9; B = 92; C = -28; D = -4; E = 6; F = 1; G = -1.6; H = -37; I = 84; J = 0
